High-throughput results as filed in PubChem BioAssay.
Rab2A wt mod: changes GTP binding to wildtype dog Rab2A, up or down; P61105; GST-Rab2 wt beads, Bodipy-GTP binding, flow cytometry; GTP binding activity, % at 10 µM; actives 0.19% (n = 190,000); AID 760;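 active = GTP binding activity at least 20 points away from 100%, either lowered or raised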;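 note: 0% = beads with excess unlabeled GTP and 100% = no-compound control corrected for plate trend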
Rac1 act GTP bind: human Rac1 activated mutant GTP binding change; GST-Rac1 activated beads, fluorescent GTP binding, flow cytometry; actives lie on both sides; 100% means binding = to untreated wells; actives 0.11% (n = 190,000); percent activity (GTP binding), % at 10 µM;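 active = GTP binding at least 20 percentage points away from the 100% baseline, in either direction, so actives lie on both sides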
Bcl-2 Bim block: inhibitors of Bim-Bcl-2 interaction, human | Bead-based flow cytometry, Bim peptide-Bcl-2 binding | actives 0.06% (n = 190,000) | inhibition, % at 10 µM | P10415; in the data active = inhibition above about 40%;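 note: 0% = no compound wells with probe peptide and 100% = reference peptide inhibitor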
HRas wt GTP: human HRas wildtype GTP binding, change in either direction; P01112; GST-Ras wt beads, Bodipy-FL-GTP binding, flow cytometry; actives lie on both sides; GTP binding activity, % at 10 µM; actives 0.14% (n = 190,000); AID 759;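 active = GTP binding activity at least 20% away from the 100% baseline, either lowered as inhibitor or raised as activator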;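 note: 0% = unlabeled GTP competition control and 100% = no-compound control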
Target sequence (P01112 whole entry, looked up): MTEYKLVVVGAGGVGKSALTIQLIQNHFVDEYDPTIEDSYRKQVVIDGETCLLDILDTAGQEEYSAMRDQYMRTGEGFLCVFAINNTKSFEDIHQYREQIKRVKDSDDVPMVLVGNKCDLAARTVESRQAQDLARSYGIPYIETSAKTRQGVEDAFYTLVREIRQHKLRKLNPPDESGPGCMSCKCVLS
Bcl-XL Bim block: human Bim-Bcl-XL interaction inhibition | Q07817 | inhibition, % at 10 µM | Bim peptide-Bcl-XL binding, bead flow cytometry, fluorescence | actives 0.04% (n = 190,000)
Target sequence (Q07817 whole entry, looked up): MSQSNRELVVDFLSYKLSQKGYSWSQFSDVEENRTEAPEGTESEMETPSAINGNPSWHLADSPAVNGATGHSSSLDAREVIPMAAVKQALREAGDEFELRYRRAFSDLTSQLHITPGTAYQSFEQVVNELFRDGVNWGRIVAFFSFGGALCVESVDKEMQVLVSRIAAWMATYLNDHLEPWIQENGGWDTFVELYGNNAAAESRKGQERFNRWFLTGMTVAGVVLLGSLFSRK
Bcl-B Bim block: human Bim-Bcl-B interaction inhibition. inhibition, % at 10 µM. Q9HD36. AID 951. actives 0.073% (n = 190,000). bead-based flow cytometry, Bim peptide-Bcl-B binding;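 note: 0% = tracer peptide without compound and 100% = reference inhibitor peptide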
Target sequence (Q9HD36 whole entry, looked up): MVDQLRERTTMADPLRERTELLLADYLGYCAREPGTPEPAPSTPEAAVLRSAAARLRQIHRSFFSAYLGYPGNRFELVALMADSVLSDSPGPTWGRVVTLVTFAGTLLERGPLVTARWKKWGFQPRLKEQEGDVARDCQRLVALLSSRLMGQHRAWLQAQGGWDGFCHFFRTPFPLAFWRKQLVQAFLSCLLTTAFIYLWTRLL
Cdc42 wt GTP: changes GTP binding to wildtype human Cdc42; AID 761; actives 0.2% (n = 190,000); P60953; percent activity (GTP binding), % at 10 µM; GST-Cdc42 beads, Bodipy-GTP binding, flow cytometry; actives lie on both sides;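 active = percent activity GTP binding at least 20 points away from the 100% baseline, either down as inhibitor or up as activator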;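 note: median bead fluorescence of bound Bodipy-FL-GTP at 100 nM; 0% = excess unlabeled GTP control and 100% = no compound control; below 100% means less GTP binding so inhibitor and above means activator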
Target sequence (P60953 whole entry, looked up): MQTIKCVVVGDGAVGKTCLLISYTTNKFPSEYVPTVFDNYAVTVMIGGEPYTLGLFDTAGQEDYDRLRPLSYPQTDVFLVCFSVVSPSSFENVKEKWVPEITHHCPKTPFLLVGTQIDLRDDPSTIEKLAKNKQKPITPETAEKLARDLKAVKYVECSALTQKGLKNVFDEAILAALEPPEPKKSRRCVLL
Rac1 wt modul: modulators of human Rac1 wildtype GTP binding. actives 0.27% (n = 190,000). P63000. GTP binding activity (% of control), % at 10 µM. GST-Rac1 beads, fluorescent GTP binding, flow cytometry; actives lie on both sides; 0 = cold GTP competed, 100 = untreated;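 active = GTP binding activity at least 20 points away from the 100% control level, either lower or higher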
Bfl-1 Bim block: inhibitors of Bim-Bfl-1 interaction, human; inhibition, % at 10 µM; Bead-based flow cytometry, Bim-Bfl-1 binding inhibition; AID 1008; actives 0.12% (n = 190,000); Q16548;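 note: 0% = wells without compound plus tracer and 100% = blocker peptide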
Rab7 wt modul: alters GTP binding to wildtype dog Rab7 | actives 0.055% (n = 190,000) | AID 758 | GST-Rab7 beads, fluorescent GTP binding, flow cytometry; actives lie on both sides; untreated = 100%, excess cold GTP = 0% | GTP binding activity (percent of control), % at 10 µM;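 active = fluorescent GTP binding to Rab7 beads changed by at least 20 points from the 100% baseline, either direction, mostly lower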;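 note: median green fluorescence of bound Bodipy-FL-GTP per Rab7 bead population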
Bim-Bcl-W: human Bim-Bcl-W interaction inhibition. actives 0.02% (n = 190,000). AID 952. Q92843. bead-based flow cytometry, Bim peptide-Bcl-W binding. inhibition, % at 10 µM;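 note: 0% = bound tracer without compound and 100% = peptide blocker; higher means less fluorescent Bim peptide bound to Bcl-W beads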
Target sequence (Q92843 whole entry, looked up): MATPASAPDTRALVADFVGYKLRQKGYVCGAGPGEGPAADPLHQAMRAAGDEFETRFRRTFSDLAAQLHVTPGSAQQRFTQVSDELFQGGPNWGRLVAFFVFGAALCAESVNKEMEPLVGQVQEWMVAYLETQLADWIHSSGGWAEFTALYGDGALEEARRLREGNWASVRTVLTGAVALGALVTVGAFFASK
Numbers without * were called inactive. Cut-off read from the data, not from the text of the source, unless noted: active = inhibition above about 40%.

SMILES | Rab2A wt mod | Rac1 act GTP bind | Bcl-2 Bim block | HRas wt GTP | Bcl-XL Bim block | Bcl-B Bim block | Cdc42 wt GTP | Rac1 wt modul | Bfl-1 Bim block | Rab7 wt modul | Bim-Bcl-W
Cn1cccc1Cc1nnc(SCC(=O)NC2CCCCC2)n1-c1ccc(F)cc1 | 106 | 102 | -11 | 104 | -7 | -4 | 107 | 109 | -11 | 104 | 0
O=C(Nc1ccc2c(c1)OCO2)N1CCN(c2ccccc2Cl)CC1 | 94 | 95 | -5 | 95 | -5 | -4 | 94 | 93 | 0 | 92 | -2
CC1(C)CC(=O)C(C=Nc2ccccc2Sc2ccccc2)=C(O)C1 | 106 | 106 | 1 | 105 | -2 | -3 | 111 | 115 | 0 | 100 | -2
O=C(CN1C(=O)c2ccccc2C1=O)NCC(=O)OCC(=O)c1cccc([N+](=O)[O-])c1 | 101 | 101 | -2 | 103 | -4 | -1 | 98 | 103 | -5 | 108 | -4
Cc1cccc(N2CCN(C(=O)c3ccc(CS(=O)(=O)c4ccccc4C)o3)CC2C)c1 (stereo not given) | 99 | 96 | 0 | 99 | 3 | -2 | 100 | 98 | 0 | 100 | -2
Cn1cc(Br)c(C(=O)Nc2sc3c(c2C(N)=O)CCC3)n1 | 93 | 99 | -5 | 93 | -5 | -1 | 92 | 97 | 2 | 99 | -1
COc1ccc(N2CCN(C(=S)NCc3ccc(C)cc3)CC2)cc1 | 97 | 97 | -4 | 95 | -2 | -6 | 95 | 98 | -8 | 98 | 0
CC(NCc1ccc(F)cc1)C(=O)Nc1cc(S(=O)(=O)N2CCCCC2)ccc1Cl (stereo not given) | 97 | 96 | -1 | 98 | 2 | -6 | 98 | 96 | -5 | 106 | -1
CC(C)c1nnc(NC(=O)CC(=O)Nc2ccccc2C(=O)O)s1 | 99 | 95 | -7 | 102 | 3 | -6 | 95 | 102 | -4 | 98 | -5
CCOC(=O)c1c(C)[nH]c(C(=O)NNC(=O)c2ccccc2)c1C | 104 | 101 | -2 | 105 | -3 | -4 | 107 | 102 | -1 | 100 | -1
Cc1cccc(OCC2=NS(=O)(=O)c3ccccc3N2)c1 | 102 | 99 | 0 | 101 | -1 | -3 | 101 | 98 | 1 | 103 | -1
CC(C)OC(=O)CC(NC(=O)OC(C)(C)C)c1ccccc1 (stereo not given) | 103 | 102 | 2 | 106 | -8 | -6 | 105 | 109 | 0 | 97 | -3
N#CC1=C(SCc2ccccc2)NC(=O)CC1c1ccc(O)cc1 (stereo not given) | 101 | 100 | -6 | 101 | -3 | 0 | 103 | 103 | 2 | 99 | -2
COc1cc(/C=C2/C(=N)N3C=CSC3=NC2=O)ccc1OCCOc1ccc(NC(C)=O)cc1 | 93 | 94 | -2 | 94 | -1 | -4 | 93 | 97 | -6 | 95 | 1
CCCOCC1CC2(SC(=Nc3ccc(C)cc3)NC2=O)C(=O)O1 (stereo not given) | 102 | 99 | -2 | 103 | 0 | -1 | 105 | 109 | -2 | 102 | 2
COCCNC(=O)c1cc2ncc(Br)cn2n1 | 96 | 98 | 1 | 97 | -4 | 3 | 91 | 102 | 4 | 96 | 3
CCOc1ccccc1N/C(=N/c1nc(C)cc(C)n1)NC(=O)Nc1ccc(Cl)c(Cl)c1 | 103 | 98 | -7 | 104 | -2 | -6 | 103 | 106 | -15 | 102 | -2
Cc1nn(-c2ccccc2)c(Cl)c1/C=N/NC(=O)c1ccccc1NS(=O)(=O)c1cccs1 | 91 | 94 | -7 | 95 | -20 | -10 | 86 | 94 | -7 | 92 | -16
Cc1c(-c2cccc(NC(=O)c3cccs3)c2)nc2ncccn12 | 89 | 95 | -2 | 90 | 3 | -3 | 94 | 88 | -5 | 93 | 0
CCOC(=O)CSc1nnc(CSc2nc(N)c3c(C)c(C)sc3n2)n1-c1ccccc1 | 96 | 98 | -9 | 98 | -5 | -6 | 99 | 101 | -11 | 100 | 1
CC(C)Cn1c(N)c(C(=O)COC(=O)c2cc(C(F)(F)F)nc3ccccc23)c(=O)n(C)c1=O | 97 | 98 | -1 | 96 | -3 | -2 | 98 | 99 | 0 | 92 | -1
Cc1ccc(O)c(C(=O)/C=C/c2ccc3c(c2)OCCO3)c1 | 93 | 92 | 4 | 91 | -3 | 1 | 94 | 93 | 5 | 92 | 2
Cc1nn(Cc2ccccc2)c(Cl)c1/C=C/C(=O)OCC(=O)N(C)C1CCS(=O)(=O)C1 (stereo not given) | 90 | 92 | -3 | 91 | -8 | -5 | 91 | 88 | -3 | 96 | -3
O=C(COC(=O)/C=C/c1ccco1)Nc1ncc(Cl)cc1Cl | 95 | 98 | -4 | 96 | -5 | -7 | 98 | 101 | 0 | 100 | -3
CCCCCNCc1cccc(Br)c1 | 99 | 97 | 1 | 96 | -3 | 0 | 97 | 96 | 0 | 97 | 0
Carrying on.
SMILES | Rab2A wt mod | Rac1 act GTP bind | Bcl-2 Bim block | HRas wt GTP | Bcl-XL Bim block | Bcl-B Bim block | Cdc42 wt GTP | Rac1 wt modul | Bfl-1 Bim block | Rab7 wt modul | Bim-Bcl-W
CCS(=O)(=O)N1CCN(C2Cc3ccccc3C2)CC1 | 100 | 100 | -9 | 101 | -7 | -7 | 105 | 107 | -20 | 101 | -1
COc1ccc(Cl)cc1NC(=O)c1cc(-c2ccccc2O)n[nH]1 | 102 | 102 | 0 | 101 | -6 | 0 | 99 | 104 | -2 | 100 | -3
CCN(C(=O)COC(=O)/C=C/c1ccc(S(=O)(=O)N2CCc3ccccc32)cc1)C1CCS(=O)(=O)C1 (stereo not given) | 97 | 95 | 0 | 99 | -4 | -3 | 100 | 99 | -3 | 98 | -3
CCOc1ccccc1C(=O)N(CCC(=O)OC)c1ccccn1 | 104 | 102 | -9 | 103 | -7 | -6 | 106 | 110 | -11 | 106 | 1
C=CCNC(=O)C1CCCN(S(C)(=O)=O)C1 (stereo not given) | 104 | 101 | 1 | 104 | -1 | -3 | 104 | 103 | -1 | 103 | -1
Cc1onc(-c2ccccc2Cl)c1C(=O)Nc1ccc(S(=O)(=O)Nc2nccs2)cc1 | 95 | 94 | -2 | 96 | -2 | -1 | 96 | 99 | 0 | 101 | -2
COC(=O)c1cc(Br)c(=O)n(-c2ccccn2)c1 | 100 | 102 | -3 | 98 | -3 | -6 | 105 | 108 | -4 | 96 | -1
CCNC(=O)CSc1nnc(C2CC2)n1-c1ccccc1 | 97 | 95 | 0 | 101 | -2 | 0 | 99 | 97 | 0 | 98 | -3
COc1ccc(NC(=S)N(CCc2c(C)[nH]c3ccc(C)cc23)Cc2cccs2)cc1 | 98 | 96 | 1 | 100 | -5 | -5 | 100 | 102 | 4 | 103 | -4
CCc1ccc(NC(=O)C2CC(=O)Nc3ncnn32)cc1 (stereo not given) | 104 | 103 | 0 | 101 | -1 | -5 | 103 | 100 | -1 | 100 | -2
O=C(Nc1ccc(S(=O)(=O)Nc2ncccn2)cc1)c1ccc(Br)o1 | 97 | 93 | -3 | 97 | 0 | -2 | 94 | 96 | -4 | 103 | 2
Nc1nc(-c2ccc3ccccc3c2)cs1 | 95 | 97 | 0 | 93 | -15 | -6 | 97 | 98 | 5 | 94 | -8
O=C(COc1c(Br)cc(Br)c2cccnc12)N1CCCCC1 | 97 | 94 | 0 | 96 | 0 | 0 | 94 | 98 | -4 | 104 | 1
C=CCc1c(C)nc(SC)nc1Nc1ccc(C)cc1 | 98 | 99 | -2 | 99 | -7 | -5 | 102 | 102 | -8 | 99 | 2
CCc1ccc(NS(=O)(=O)c2ccc3[nH]cc(C(=O)N(C)Cc4ccco4)c(=O)c3c2)cc1 | 95 | 93 | -1 | 99 | -4 | -6 | 97 | 95 | 0 | 98 | -5
Cn1nnnc1SCC1=C(C(=O)O)N2C(=O)C(NC(=O)Cn3nc(C(F)F)cc3C3CC3)C2SC1 (stereo not given) | 103 | 101 | -3 | 102 | -8 | -27 | 105 | 101 | 5 | 99 | -4
COc1ccc2cc(-c3[nH]ncc3CN3CCCCO3)ccc2c1 | 94 | 95 | -4 | 95 | -5 | -3 | 92 | 96 | -10 | 98 | -3
COCCNC(=O)CN(Cc1ccc(Cl)cc1)S(C)(=O)=O | 95 | 96 | -5 | 97 | -9 | -3 | 97 | 98 | -8 | 95 | 0
CS(=O)(=O)N(CC(=O)N/N=C/c1cc([N+](=O)[O-])ccc1Cl)c1ccccc1 | 103 | 99 | -3 | 104 | -2 | -2 | 104 | 101 | -1 | 98 | 0
CN(C)C(=O)C(=O)c1c(-c2ccccc2)cc2ccccn12 | 94 | 92 | -2 | 93 | 8 | 1 | 91 | 88 | -1 | 96 | 1
COC(=O)c1cccc(COC(=O)c2cccnc2SC)c1 | 95 | 94 | -7 | 95 | -1 | -1 | 96 | 96 | -2 | 95 | -2
COc1ccc(OC)c(S(=O)(=O)N2CCN(c3c(C)cccc3C)CC2)c1 | 100 | 97 | -5 | 100 | -3 | -6 | 103 | 106 | -6 | 100 | -2
O=C(OC(C(=O)Nc1ccc([N+](=O)[O-])cc1Br)c1ccccc1)c1ccccc1 (stereo not given) | 98 | 93 | -4 | 97 | -3 | -1 | 100 | 95 | -5 | 99 | 0
CCc1ccc(/C=c2\s/c(=C\C(=O)C(C)(C)C)[nH]c2=O)cc1 | 102 | 100 | 2 | 103 | -1 | 0 | 100 | 100 | 0 | 100 | 1
CN1C(=O)CC(N2CCN(CCN=CC3=C(O)CC(C)(C)CC3=O)CC2)C1=O (stereo not given) | 100 | 97 | -9 | 101 | -4 | -8 | 99 | 103 | -9 | 105 | 0
(list continues)
SMILES | Rab2A wt mod | Rac1 act GTP bind | Bcl-2 Bim block | HRas wt GTP | Bcl-XL Bim block | Bcl-B Bim block | Cdc42 wt GTP | Rac1 wt modul | Bfl-1 Bim block | Rab7 wt modul | Bim-Bcl-W
COCCCNC(=O)c1cc(C)nc2ccc(F)cc12 | 96 | 94 | -13 | 97 | -11 | -9 | 97 | 96 | -14 | 98 | -1
CCc1cccc(CN2CCC(CNC(=O)Nc3ccc(Cl)cc3)CC2)c1 | 96 | 96 | -5 | 103 | -7 | -5 | 100 | 106 | -10 | 100 | -3
CCOCC(=O)Nc1cccc(Br)c1 | 98 | 98 | -7 | 99 | -3 | -7 | 101 | 96 | -10 | 94 | 0
CC(=O)OC1c2ccccc2C(=O)N1Cc1ccccc1Cl (stereo not given) | 97 | 98 | -10 | 97 | -5 | -5 | 93 | 102 | -12 | 99 | 0
CCNS(=O)(=O)c1ccc(NC(=O)c2cccnc2)cc1 | 104 | 100 | -3 | 102 | 1 | -2 | 102 | 103 | 0 | 104 | -1
COCC1CCCN(Cc2nc(C(c3ccccc3)c3ccccc3)no2)C1 (stereo not given) | 97 | 95 | -2 | 97 | -1 | 0 | 98 | 97 | -8 | 97 | 0
COc1ccccc1C(=O)Nc1ccc2c(c1)nc(CCNC(C)=O)n2C | 102 | 98 | 0 | 99 | -2 | 0 | 102 | 102 | -1 | 98 | -3
O=S(=O)(c1cccc(S(=O)(=O)N2CCC(n3nnc4ccccc43)CC2)c1)N1CCCCC1 | 95 | 97 | -7 | 101 | -1 | -9 | 100 | 104 | -12 | 102 | 0
